From PubChem
HT1080 IDH1KD tx – toxicity to HT-1080 IDH1 knockdown cells (counter line); HT-1080 IDH1 knockdown viability, ATP luminescence, 48 h; Potency, µM (top dose mostly 46.1 µM), without a hit: at the top dose activity, negative = toxicity, usual class: cytotoxic; 360,000 compounds, 2% hits; AID 686971;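 note: potency is the fitted concentration of half-maximal effect; 0% = DMSO wells and -100% = cell-free medium wells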
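Assay cells: HT-1080 with IDH1 knockdown, 750 per well, RPMI/5% FBS. Exposure: 48 h at 37 °C following 2 h pre-incubation. Read: CellTiter-Glo luminescence; fitted concentration-response, curve class assigned.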
KB-3-1 cytotox – KB-3-1 parental cell cytotoxicity; AID 1347075; 400,000 compounds, 1.4% hits; KB-3-1 viability, CellTiter-Glo ATP luminescence, 72 h; Potency, µM (doses to about 46.1 µM), for the others: at the top dose activity change, negative = cytotoxic, hits mostly cytotoxic; note: potency is the fitted concentration of half-maximal effect; % is set by controls: 0 for no effect and ±100 for the full control effect; nearly all actives have a fitted effect of over 60% in size
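72 h, 37 °C compound treatment of KB-3-1 parental cells; CellTiter-Glo added, 10 min, luminescence read. Data corrected against DMSO-only plates and normalized before curve fitting.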
IL-1B inflam inh – blocks inflammasome-driven IL-1 beta release | 360,000 compounds, 4.7% hits | THP-1 LPS/ATP IL-1B secretion, AlphaLISA, 16 h; active compounds read low | activity change, % at 57.5 µM | AID 743279; in the data active = activity change below about -50%; inconclusive = mostly about -30% to -49%; note: % is set by controls: 0 for no effect and ±100 for the full control effect
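Secreted IL-1B measured by AlphaLISA bead assay after 16 h compound exposure of THP-1 cells; compounds (final up to 57.5 uM) added 1 h before LPS (250 ng/mL) and ATP (1.25 mM) stimulation; lower signal means less secretion.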
MCF10A rerep – DNA re-replication induction in MCF 10a cells. MCF 10A DNA re-replication, Hoechst nuclear intensity, 48 h. Potency, µM (highest dose often 46.1 µM), for inactives: at the top dose activity, positive = re-replication, actives largely listed as activators. 350,000 compounds, 2.9% hits; note: potency is the fitted concentration of half-maximal effect; % of control where 0% means no effect; nearly all actives have a fitted effect of over 50% in size
S2 tox – viability counter-screen for ATXN expression inhibitors; Potency, µM (series often up to 56.7 µM), hits mostly cytotoxic; AID 651635; 400,000 compounds, 0.49% hits; S2 cells (HEK-293 line with an ATXN2-luciferase reporter) viability, CellTiter-Fluor protease fluorescence, 24 h; note: potency is the fitted concentration of half-maximal effect; nearly all actives have a fitted effect of over 40% in size
ATXN2 expr inh – reduces ATXN2 reporter expression in HEK-293 cells | HEK-293 ATXN2-luciferase reporter, luminescence, 24 h | Potency, µM (highest dose often 57 µM), inactives show at the top dose activity change, negative = inhibition, actives largely listed as inhibitors | 360,000 compounds, 0.72% hits | AID 1745845; note: potency is the fitted concentration of half-maximal effect; % is set by controls: 0 for no effect and ±100 for the full control effect; nearly all actives have a fitted effect of over 55% in size
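qHTS (up to 57 uM final) was run with 24 h compound exposure of reporter cells at 37 °C. Each well was multiplexed: SteadyGlo luminescence measured ATXN2-luciferase expression after a fluorogenic Gly-Phe-AFC viability readout (25 uM final).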
HepG2 viability – kills HepG2 cells in TGF-b inhibitor counter-screen; HepG2 CAGA-GFP viability, ATP luminescence, 18 h; Potency, µM (highest dose often 46.1 µM), inactives show at the highest dose activity change, negative = cytotoxicity, most hits filed as cytotoxic; 410,000 compounds, 0.76% hits; AID 588856; note: potency is the fitted concentration of half-maximal effect; some results filed as inactive show a strong effect at the top dose
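CellTiter-Glo luminescence gave cytotoxicity after 18 hours at 37 degrees C. The cells were HepG2 CAGA-GFP in 1% FBS DMEM, stimulated with 500 pg/mL TGF-beta after compound addition. %Activity was normalised to no-cell wells (complete cell-killing) and DMSO (no toxicity), and curves were fitted and classified.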
SW480 rerep – inducers of DNA re-replication in SW480 colon cancer cells; SW480 DNA re-replication, Hoechst DNA content imaging, 48 h; Potency, µM (top dose mostly 46.1 µM), for inactives: top-dose re-replication activation, hits mostly activators; 340,000 compounds, 1.8% hits; note: potency is the fitted concentration of half-maximal effect; % of control where 0% means no effect; nearly all actives have a fitted effect of over 55% in size
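Quantitative HTS format with DMSO vehicle controls; 48 hr drug incubation at 37 C, then 40 min Hoechst staining and scanning imager measurement at 405 nm excitation.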
HT1080NT lethal – kills 2HG-producing HT-1080-NT fibrosarcoma cells; HT-1080-NT fibrosarcoma viability, CellTiter-Glo ATP luminescence, 48 h; Potency, µM (highest dose often 46.1 µM), without a hit: at the top dose activity, negative = less viability, most hits filed as cytotoxic; 360,000 compounds, 1.6% hits; AID 686970;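 note: NT is the 2HG producing partner of a matched IDH1 knockdown line; potency is the fitted concentration of half-maximal effect; 0% = DMSO-treated cells and -100% = media-only wells without cells; nearly all actives have a fitted effect of over 55% in size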
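Toxicity toward the 2HG-producing NT line was scored as %Activity, normalised to DMSO and no-cell wells, from CellTiter-Glo luminescence after 48 hours' treatment.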
Starred values were filed as active, the others as inactive; i = inactive; ? = inconclusive; · = no result given; & = joins results of further samples; [ ] = dose if it differs, or a comment. Unless noted, calls come from the whole dose curve; as a rule, active = well fitted curve in the direction sought with a large enough effect; inconclusive = small, poorly fitted or top-dose-only effect, or another doubt; inactive = no such curve, though single readings can be large; an effect the other way counts as inactive or inconclusive.

SMILES | HT1080 IDH1KD tx | KB-3-1 cytotox | IL-1B inflam inh | MCF10A rerep | S2 tox | ATXN2 expr inh | HepG2 viability | SW480 rerep | HT1080NT lethal
CC(NC(=O)COC(=O)CCN1C(=O)C2CC=CCC2C1=O)c1ccc(Br)cc1 (configuration not stated) | 14% | 18% | 2 | -3% | i | -3% | -10% | 6% | -5%
COc1ccccc1CNC(=O)C1Cc2cc(S(=O)(=O)N3CCCCC3)ccc2N1C(C)=O (configuration not stated) | 18% | -1% | -6 | 16% | i | 2% | -1% | -1% | -1%
CCN(CC)c1ccc(NC(=O)c2cccc(OC)c2)c(C)c1 | ? | ? | -21 | ? | i | -26% | -18% | ? | ?
CS(=O)(=O)N1CCN(c2ccc([N+](=O)[O-])c(NCc3cccnc3)c2)CC1 | -3% | 0% | 1 | -12% | i | -3% | -4% | 3% | -2%
O=C(CCNC(=O)OCc1ccccc1)NC1CCCCC1 | 9% | 0% | -9 | -10% | ? | 7% | 5% | -4% | 10%
CCCN1CCN(CCCNC(=S)Nc2ccc(F)cc2)CC1 | 6% | 16% | 12 | -1% | i | 0% | -8% | 5% | 12%
O=C(O)C1(c2ccccc2)CCN(S(=O)(=O)c2ccc(Cl)s2)CC1 | 0% | 14% | 25 | -18% | i | -18% | -5% | -7% | -2%
CC(=O)NC1(C(F)(F)F)N=C2SCCN2C1=O (configuration not stated) | 8% | -2% | 15 | 5% | i | 4% | -2% | -15% | 16%
COc1cc2nc(CN3CCN(S(=O)(=O)c4ccc(Br)cc4)CC3)[nH]c(=O)c2cc1OC | ? | -26% | -10 | ? | i | -36% | 6% | -4% | -20%
CS(=O)(=O)c1ccc(SCC(=O)NC2CCS(=O)(=O)C2)c([N+](=O)[O-])c1 (configuration not stated) | -2% | 3% | -15 | -3% | i | 2% | 8% | -1% | 11%
Cc1csc(SC(C)C(=O)NCC(=O)Nc2ccc(F)c(F)c2F)n1 (configuration not stated) | 7% | 5% | 40 | 1% | i | 9% | 9% | -3% | 4%
CCOC(=O)N1CCN(C(=O)CCNS(=O)(=O)c2ccccc2)CC1 | 7% | -4% | -22 | 0% | i | 2% | 11% | -1% | 9%
CC(C)(C)[C@H]1CCC(=O)N([C@H](CSc2ccccc2)Cc2ccccc2)CC1 | 8% | ? | -8 | -1% | ? | -15% | -21%&-28% | 0% | 15%
CCOc1ccc(S(=O)(=O)N(CC(=O)Nc2cccnc2)c2ccccc2)cc1 | · | -1% | · | · | i | -21% | -9% | · | ·
CCOc1ccc(N2C(=O)CC(NCCNc3ccc([N+](=O)[O-])cn3)C2=O)cc1 (configuration not stated) | 0% | 10% | 29 | ? | i | 7% | -10% | -7% | -1%
COc1ccc(S(=O)(=O)N[C@H](C(=O)N2CC[C@@]3(O)CCCC[C@H]3C2)c2ccccc2)cc1 | -6% | -12% | -9 | 2% | ? | -15% | -3% | 1% | -5%
Cc1ccc(NC(=O)N2CCC(NC(=O)c3cccc(C)c3)CC2)cc1 | 11% | ? | -9 | -5% | ? | -25% | 8% | -10% | 0%
Cc1cc(NCc2ccc3c(c2)OCO3)n2nc(C)nc2n1 | 2% | -17% | 20 | 7% | i | -12% | -27% | -2% | 3%
COc1ccc(NC(=O)COc2ccc3oc(=O)cc(C)c3c2)cc1 | -13% | 5% | -23 | 1% | i | -5% | 12% | -1% | ?
CNc1oc(Cc2ccccc2)nc1S(=O)(=O)c1ccccc1 | ? | ? | 0 | ? | ? | -34% | -63% | ? | -17%
Cn1cc(CCC(=O)NCCCc2ccccc2)c2ccccc21 | 23% | 0% | -1 | 4% | ? | -36% | -21% | -5% | 21%
C#CCSc1nc2sc3c(c2c(=O)n1Cc1ccccc1)CCCC3 | · | 0% | · | · | i | 6% | -22% | · | ·
O=C(Nc1ccc(Cl)cc1)c1csc([C@@H]2O[C@H](CO)[C@H](O)[C@H](O)[C@H]2O)n1 | 8% | 20% | 17 | · | i | 17% | 9% | · | 6%
COc1ccc(-c2csc(NC(=S)NC(=O)c3ccco3)n2)cc1 | 4% | 11% | 21 | 0% | ? | · | -13% | -6% | 9%
Cc1ccc(CNC(=O)C2CNc3cc(C)ccc3O2)cc1 (configuration not stated) | 2% | -8% | -10 | 0% | i | -1% | -18% | -1% | 14%
CC(C)(C)CN1C(=O)C(=O)NC[C@@H]1CCCCN | 13% | 22% | 31 | -3% | i | 4% | 16% | -3% | 11%
Cc1cc(C)c(C(=O)CSc2nc3ccccc3c(=O)[nH]2)cc1C | -4% | 11% | 32 | 6% | i | -13% | 3% | -3% | -16%
CCN(CC)c1ccc(S(=O)(=O)N(CC)CC)cc1NC(=O)c1cccnc1 | -10% | 1% | -16 | 4% | · | 186%[activator] | -7% | -4% | 1%
CC(C)N(C)Cc1cn(C)nc1-c1ccc(Oc2ccccc2)cc1 | ? | -5% | 5 | ? | ? | -5% | -7% | 0% | -18%
CCCNS(=O)(=O)c1ccc(OCC(=O)N2CCN(c3ccccc3)CC2)cc1 | 7% | 3% | 3 | -1% | i | -18% | 8% | 7% | -3%
COc1ccc(Oc2cc(C(F)(F)F)nc(N(C)C)n2)cc1 | -1% | 1% | ? | -12% | i | -20%[11.3 µM] | -13% | 7% | -5%
Cc1ccc2[nH]c(CSc3nnc(NC(=O)COc4ccccc4)s3)cc(=O)c2c1 | · | -15% | · | · | i | -27% | 3% | · | ·
COc1ccc2c(c1)CCC/C2=N\OC(=O)c1ccccc1F | 13% | -1% | -13 | ? | i | -1% | 1% | ? | 6%
COc1ccc(CCNC(=O)c2nnn(-c3cccc(C)c3)c2N)cc1OC | 1% | 2% | -9 | ? | i | -5% | -1% | 0% | 9%
CN(C)c1ccc(N/C(=N\S(=O)(=O)c2cccs2)c2ccccc2)cc1 | -7% | 2% | -23 | 2% | i | · | -16% | 2% | -4%
COc1ccc(S(=O)(=O)Nc2ccccc2C(F)(F)F)cc1 | ? | 9% | 20 | -1% | i | 3% | 4% | 10% | -8%

Record cards, from the list above. Order of screens: HT1080 IDH1KD tx	KB-3-1 cytotox	IL-1B inflam inh	MCF10A rerep	S2 tox	ATXN2 expr inh	HepG2 viability	SW480 rerep	HT1080NT lethal
Cc1ccc(CNC(=O)C2CNc3cc(C)ccc3O2)cc1 (configuration not stated) across the screens: 2%	-8%	-10	0%	i	-1%	-18%	-1%	14%
Cc1ccc2[nH]c(CSc3nnc(NC(=O)COc4ccccc4)s3)cc(=O)c2c1 across the screens: ·	-15%	·	·	i	-27%	3%	·	·
COc1ccc(CCNC(=O)c2nnn(-c3cccc(C)c3)c2N)cc1OC across the screens: 1%	2%	-9	?	i	-5%	-1%	0%	9%
CC(C)(C)CN1C(=O)C(=O)NC[C@@H]1CCCCN across the screens: 13%	22%	31	-3%	i	4%	16%	-3%	11%

(cont.)
SMILES | HT1080 IDH1KD tx | KB-3-1 cytotox | IL-1B inflam inh | MCF10A rerep | S2 tox | ATXN2 expr inh | HepG2 viability | SW480 rerep | HT1080NT lethal
Cc1ccccc1OCCCC(=O)Nc1ccc(N2CCOCC2)cc1 | -21% | 25% | 0 | ? | i | -12% | -14% | 1% | 4%
CCOc1ccccc1OCCC(=O)Nc1ccc2c(c1)OCO2 | -1% | 4% | 4 | -2% | i | -21% | 2% | -8% | 1%
Cc1cccc(NC(=O)C(C)C(=O)c2ccccc2)c1 (configuration not stated) | 5% | -1% | -3 | 5% | i | · | -11% | -22% | 9%
O=C(O)CCCn1cc(NC(=O)COc2ccccc2)cn1 | -5% | -7% | -21 | 11% | i | -3% | -1% | -25% | -3%
CCc1c(C)sc(NC(=O)/C=C/c2ccc3c(c2)OCO3)c1C(=O)OC | ? | ? | -23 | 5.8µM* | i | -17% | 7% | · | -11%
CC1(c2ccc(OC(F)F)cc2)NC(=O)N(CC(=O)N2CCN(C(=O)c3ccco3)CC2)C1=O (configuration not stated) | 6% | -1% | 19 | -4% | ? | · | -4% | -4% | 0%
Cc1oc(C(N)=O)nc1-c1ccccc1 | 21% | 7% | -18 | -5% | i | -10% | -18% | -3% | ?
CCOCCCNC(=O)Cn1cc2c(n1)-c1c(oc(C(=O)N3CCCC3)c1C)CC2 | -3% | -2% | 18 | · | i | · | 4%&-3% | · | 0%

Looked up one by one from the entries so far (five):
SMILES | HT1080 IDH1KD tx | KB-3-1 cytotox | IL-1B inflam inh | MCF10A rerep | S2 tox | ATXN2 expr inh | HepG2 viability | SW480 rerep | HT1080NT lethal
CC(C)(C)[C@H]1CCC(=O)N([C@H](CSc2ccccc2)Cc2ccccc2)CC1 | 8% | ? | -8 | -1% | ? | -15% | -21%&-28% | 0% | 15%
CS(=O)(=O)c1ccc(SCC(=O)NC2CCS(=O)(=O)C2)c([N+](=O)[O-])c1 (configuration not stated) | -2% | 3% | -15 | -3% | i | 2% | 8% | -1% | 11%
COc1ccc(S(=O)(=O)Nc2ccccc2C(F)(F)F)cc1 | ? | 9% | 20 | -1% | i | 3% | 4% | 10% | -8%
Cc1ccc2[nH]c(CSc3nnc(NC(=O)COc4ccccc4)s3)cc(=O)c2c1 | · | -15% | · | · | i | -27% | 3% | · | ·
CC(NC(=O)COC(=O)CCN1C(=O)C2CC=CCC2C1=O)c1ccc(Br)cc1 (configuration not stated) | 14% | 18% | 2 | -3% | i | -3% | -10% | 6% | -5%
